Rac1 wt GTP bind – wildtype Rac1 GTP binding modulators, primary screen, biochemical, GST-Rac1 beads, flow cytometry, multiplex | fluorescent GTP binding; actives lie on both sides; 0 = cold GTP competed, 100 = untreated | 0.27% of 190,000 active | GTP binding activity (% of control), % at 10 µM;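 active = GTP binding activity at least 20 points away from the 100% control level, either lower or higher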
Rab7 wt modul – modulators of GTP binding to Rab7, primary screen, biochemical, wildtype, multiplex bead flow cytometry; Rab7 GTPase wild type (dog), Bodipy-FL-GTP binding; GST-Rab7 beads, fluorescent GTP binding; actives lie on both sides; untreated = 100%, excess cold GTP = 0%; GTP binding activity (percent of control), % at 10 µM; 0.055% of 190,000 active; AID 758, 2007;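 active = fluorescent GTP binding to Rab7 beads changed by at least 20 points from the 100% baseline, either direction, mostly lower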;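 note: median green fluorescence of bound Bodipy-FL-GTP per Rab7 bead population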
Pf gamet viab – late stage P. falciparum gametocyte viability inhibitors, primary screen, ATP luminescence, HTS; P. falciparum stage V gametocytes, 24 h; inhibition, % at 10.9 µM; AID 743093, 2013; 0.065% of 150,000 active;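 active = inhibition above the mean plus 3 SD of compounds within the control limits, set per campaign, cut at about 38% in these data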;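 note: 0% = DMSO wells and 100% = medium only without gametocytes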
Mcl1 Bid PPI – Mcl-1/Bid binding inhibitors, primary screen, biochemical, TR-FRET, 1536-well; Induced myeloid leukemia cell differentiation protein Mcl-1 (Homo sapiens), Q07820; TR-FRET Mcl-1/Bid-Dy647 peptide binding; inhibition, % at 21.7 µM; 0.97% of 220,000 active; AID 1021, 2008;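 active = compounds that cut the binding signal by more than half at the single screening dose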;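 note: His-tagged Mcl-1 with europium anti-His antibody binding Bid BH3 peptide; 0% = Mcl-1 plus peptide wells and 100% = peptide-only wells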
Target sequence (Q07820 whole entry, looked up): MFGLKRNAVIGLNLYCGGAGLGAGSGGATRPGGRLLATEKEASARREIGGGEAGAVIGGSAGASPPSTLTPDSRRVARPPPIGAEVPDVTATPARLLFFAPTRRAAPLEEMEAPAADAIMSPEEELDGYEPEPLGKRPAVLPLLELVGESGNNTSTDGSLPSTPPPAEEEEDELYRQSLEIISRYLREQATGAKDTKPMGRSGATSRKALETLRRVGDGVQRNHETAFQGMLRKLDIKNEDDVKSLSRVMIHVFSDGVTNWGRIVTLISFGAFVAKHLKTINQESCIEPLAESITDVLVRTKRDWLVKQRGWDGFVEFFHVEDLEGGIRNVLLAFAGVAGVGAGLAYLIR
Avidin fluor – green autofluorescence of compounds with avidin beads – biophysical, 488/530 nm, flow cytometry, artefact control, profiling panel; 0.38% of 220,000 active; AID 1775, 2009; compound fluorescence 488/530 nm; stronger effect = higher value; fluorescence (KMESF) at 10 µM; in the data active = fluorescence above about 47; note: inactives centre near 10
Mcl1-Noxa inh – Mcl-1/Noxa binding inhibitors, primary screen, biochemical, TR-FRET, 1536-well. Induced myeloid leukemia cell differentiation protein Mcl-1 (Homo sapiens), Q07820. TR-FRET Mcl-1/Noxa peptide binding, 2 h. inhibition, % at 21.7 µM. 1.5% of 220,000 active. AID 1022, 2008;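 active = compounds that cut the protein-peptide binding signal by more than 50% relative to plate controls in a single-dose test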;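 note: His-tagged Mcl-1 with rhodamine Noxa BH3 peptide and terbium anti-His antibody; 0% = Mcl-1 plus Noxa peptide wells and 100% = peptide-only wells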
GSH bead fluor – compound fluorescence on glutathione beads, profiling panel, artefact control, biophysical, 488/530 nm, flow cytometry; GSH beads flow cytometry, compound fluorescence 488/530 nm; stronger effect = higher value; 0.25% of 190,000 active; fluorescence (KMESF) at 10 µM; AID 1776, 2009; in the data active = fluorescence above about 89;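 note: glutathione beads carrying GST-tagged Bcl family fusion proteins plus one bare bead set; values are compound well signal with DMSO vehicle wells as background; inactives centre near 16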
Cdc42 wt GTP – modulators of GTP binding to wildtype Cdc42, primary screen, biochemical, multiplex bead flow cytometry, Bodipy-GTP. 0.2% of 190,000 active. GST-Cdc42 beads; actives lie on both sides. percent activity (GTP binding), % at 10 µM. Cell division control protein 42 homolog (Homo sapiens), P60953;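 active = percent activity GTP binding at least 20 points away from the 100% baseline, either down as inhibitor or up as activator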;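 note: median bead fluorescence of bound Bodipy-FL-GTP at 100 nM; 0% = excess unlabeled GTP control and 100% = no compound control; below 100% means less GTP binding so inhibitor and above means activator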
Target sequence (P60953 whole entry, looked up): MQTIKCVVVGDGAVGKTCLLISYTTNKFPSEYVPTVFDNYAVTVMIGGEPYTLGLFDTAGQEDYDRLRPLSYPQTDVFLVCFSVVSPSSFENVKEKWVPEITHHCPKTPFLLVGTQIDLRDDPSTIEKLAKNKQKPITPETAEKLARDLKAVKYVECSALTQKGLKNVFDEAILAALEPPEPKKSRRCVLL
Rab2A wt mod – modulators of GTP binding to Rab2A wildtype, primary screen, biochemical, dog, bead-based flow cytometry, multiplex; GST-Rab2 wt beads, Bodipy-GTP binding; GTP binding activity, % at 10 µM; 0.19% of 190,000 active; AID 760, 2007;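 active = GTP binding activity at least 20 points away from 100%, either lowered or raised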;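 note: 0% = beads with excess unlabeled GTP and 100% = no-compound control corrected for plate trend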
Rac1 act GTP bind – GTP binding modulators of activated mutant Rac1, primary screen, biochemical, bead-based flow cytometry, multiplex, fluorescent GTP. 0.11% of 190,000 active. percent activity (GTP binding), % at 10 µM. AID 764, 2007. GST-Rac1 activated beads; actives lie on both sides; 100% means binding = to untreated wells. Ras-related C3 botulinum toxin substrate 1 (Homo sapiens), P63000;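 active = GTP binding at least 20 percentage points away from the 100% baseline, in either direction, so actives lie on both sides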
HRas wt GTP bind – modulators of GTP binding to HRas wildtype, primary screen, biochemical, bead-based flow cytometry, multiplex; GST-Ras wt beads, Bodipy-FL-GTP binding; actives lie on both sides; GTP binding activity, % at 10 µM; GTPase HRas (Homo sapiens), P01112; 0.14% of 190,000 active;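 active = GTP binding activity at least 20% away from the 100% baseline, either lowered as inhibitor or raised as activator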;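 note: 0% = unlabeled GTP competition control and 100% = no-compound control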
Target sequence (P01112 whole entry, looked up): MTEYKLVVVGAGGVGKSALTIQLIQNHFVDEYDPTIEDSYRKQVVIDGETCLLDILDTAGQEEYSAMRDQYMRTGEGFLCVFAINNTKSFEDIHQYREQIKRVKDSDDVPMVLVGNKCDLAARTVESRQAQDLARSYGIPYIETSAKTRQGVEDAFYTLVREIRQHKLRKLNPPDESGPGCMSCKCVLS
Starred values were filed as active, the others as inactive; / = no result given; [ ] = remark or other dose.

SMILES	Rac1 wt GTP bind	Rab7 wt modul	Pf gamet viab	Mcl1 Bid PPI	Avidin fluor	Mcl1-Noxa inh	GSH bead fluor	Cdc42 wt GTP	Rab2A wt mod	Rac1 act GTP bind	HRas wt GTP bind
CC#CCCC(=O)N1C=Cc2ccccc2C1C#N (stereo not given)	104	100	/	-30	33	-7	15	103	101	99	102
CC(C)(C)c1nnc2sc(SCC(=O)c3ccc(Cl)cc3)nn2c1=O	100	99	/	-8	17	4	26	99	94	97	97
CN(CC(=O)NCCc1ccccc1)S(=O)(=O)c1ccccc1	99	94	10	-13	12	2	16	97	96	95	96
CN(CC(=O)Nc1ccc2c(c1)OCCO2)S(=O)(=O)c1ccc(Br)s1	101	94	-26	-19	4	2	47	95	96	96	100
O=[N+]([O-])c1ccc2nc(-c3ccccc3)oc2c1	104	107	-23	-3	9	2	25	101	104	95	99
O=S(=O)(NCC(c1ccco1)N1CCN(c2ccccc2)CC1)c1ccc(F)cc1 (stereo not given)	106	101	/	-26	14	1	13	105	104	102	104
Cc1cc(C)n2ncc(C(=O)O)c2n1	92	92	/	3	8	18	54	78*	80	94	82
Cc1cc(NC(=O)CSc2nnc(-c3ccccc3)c(-c3ccccc3)n2)no1	98	101	2	-27	14	-14	16	96	100	95	97
O=c1[nH]cnc2sc3c(c12)CCCC3	102	101	-58	-19	11	-8	17	103	103	100	104
COc1ccc(C(C)=O)cc1COC(=O)CNC(=O)c1ccc(Cl)cc1	97	98	/	3	7	0	11	95	93	94	93
COCCCNc1nc2c(-c3cccc(C)c3)nnn2c2ccccc12	97	103	/	-43	20	15	8	99	98	97	97
COC(=O)N1CCCc2cc(C)ccc21	95	100	/	-12	8	-3	18	99	97	94	95
COc1cccc(C2CC(c3ccccc3)Nc3ncnn32)c1 (stereo not given)	123*[activator]	98	23	-24	15	4	40	113	106	102	103
CCOc1ccc(-c2cn3ccccc3n2)cc1[N+](=O)[O-]	104	101	-7	-24	12	18	13	102	99	100	101
CC(C)CNC(=O)C1CCN(Cc2ccc(OCc3ccccc3)cc2)CC1	107	98	7	15	5	31	10	105	100	102	102
COc1cc(/C=C/C(=O)c2cccc([N+](=O)[O-])c2)cc(OC)c1OC	105	99	/	-20	4	5	9	102	102	99	100
COc1ccc(CN2C(=O)CN=C2Nc2cccc(C)c2C)cc1	103	101	-22	-10	8	23	19	105	105	102	105
CC(C)c1nc(SCC(=O)Nc2nc3c(s2)CCCC3)c2ccccc2n1	96	91	/	5	12	-3	26	95	93	95	94
O=C(CS(=O)c1cccc(C(F)(F)F)c1)Nc1ccc(Cl)cc1Cl (stereo not given)	95	98	20	-4	12	2	39	95	97	93	97
Cc1ccc(S(=O)(=O)N(CC(=O)N/N=C/c2ccco2)c2cc(Cl)cc(Cl)c2)cc1	97	100	/	-18	11	16	13	98	96	97	99
Cc1nc2ccccn2c1C(=O)NNS(=O)(=O)c1ccc(C(C)(C)C)cc1	103	97	/	-19	15	2	12	101	102	101	101
O=c1c(Cl)c(N2CCN(c3ccc(F)cc3)CC2)cnn1-c1nc2ccccc2s1	106	101	/	-43	12	-4	17	104	102	103	103
CC[C@H](C)[C@@H](C(=O)N1CCNCC1)n1cc([C@@H](N)CC(C)C)nn1	98	104	-26	13	5	21	20	98	97	99	99
O=C1CCCC2=C1C(c1ccccc1)n1c(s/c(=C/c3cccc(F)c3)c1=O)=N2 (stereo not given)	99	97	/	-16	14	-23	15	97	96	97	95
Cc1ccccc1NC(=S)N(CCN1CCCCCC1)Cc1cccs1	99	96	3	-36	9	29	15	99	95	95	97
CCOC(=O)c1sc(NC(=O)CSc2n[nH]c(-c3ccccc3)n2)c(C#N)c1C	99	99	1	13	3	38	17	96	96	95	97
O=C(O)c1ccc(NC(=O)c2cn(-c3ccccc3)nc2-c2ccc(F)cc2)cc1	95	94	-10	-24	9	13	9	96	95	93	95
Cc1c(N=Cc2c(O)n(Cc3ccco3)c(=O)c3ccccc23)c(=O)n(-c2ccccc2)n1C	98	102	-10	-17	4	8	136*	97	99	96	99
CC(=O)Nc1ccc(C(=O)CSc2nnc(Cn3nnc4ccccc43)n2C)cc1	104	104	16	18	9	13	16	102	102	100	102
Cc1ccc(NC(=O)Nc2ccc(Cl)cc2)c(Br)c1	100	100	/	-3	3	2	9	99	100	98	97
Clc1ccc(-c2nn3c(-c4ccccc4)nnc3s2)cc1	104	95	2	-24	33	29	23	102	99	100	98
OCCNCC12CC3CC(CC(C3)C1)C2	100	105	6	-35	13	6	11	98	102	97	99
CC(C)c1ccc(O)c(N)c1	100	101	-23	-44	9	13	36	99	101	97	100
COc1ccc(C(=O)NC(Oc2ccccc2)C(Cl)(Cl)Cl)cc1 (stereo not given)	118	109	/	-1	47	2	12	114	110	107	112
CCOC(=O)CC(=O)CSc1nc(-c2cccnc2)ccc1C#N	92	97	-4	-23	23	34	10	91	97	96	93
COc1ccc(NC(=O)Cn2nnc(-c3ccccc3NS(=O)(=O)c3ccccc3)n2)cc1	99	100	/	-7	6	27	5	95	96	97	97
Cc1nnc(SCC(=O)Nc2ccccc2)[nH]c1=O	104	100	/	-24	10	10	35	99	101	98	101
O=C(Nc1ccc2c(c1)CCC2)Nc1ccc2c(c1)OCO2	102	107	-9	-8	16	22	11	101	102	99	99
O=C(CN(Cc1ccccc1)C(=O)c1csnn1)NCc1ccccc1	96	102	13	6	9	17	11	93	95	93	96
CC(C)(C)OC(=O)N1CCCC(C(=O)CC#N)C1 (stereo not given)	103	98	/	-23	15	-4	33	105	103	99	105
O=C(NNC1=NS(=O)(=O)c2ccccc21)c1ccc(Cl)cc1	92	100	3	0	20	28	12	90	95	92	95
COc1ccc(/C=N/Nc2nc3ccccc3o2)cc1O	100	95	-21	5	9	11	32	98	96	97	98
Cc1c(NC(=O)c2cccs2)cccc1[N+](=O)[O-]	98	104	-10	4	13	9	9	96	95	95	97
CCCCCC1=CCC/C1=N\NC(=O)c1ccc2c(c1)OCO2	97	101	13	-28	8	-1	29	96	99	95	98
COc1ccccc1CNCC(O)(c1ccc(Cl)cc1)c1ccc(Cl)cc1	104	100	27	-14	6	20	27	105	104	101	105
CSc1ccccc1C(=O)C1CCCN(Cc2cnn(-c3ccccc3)c2)C1 (stereo not given)	94	96	/	-5	7	-4	20	96	97	95	96
Cc1ccc(CNC(=O)CN2C(=O)COc3ccc(C)cc32)cc1	97	103	3	-5	17	13	4	98	101	95	102
O=C(CCC(=O)OCCCC(F)(F)C(F)(F)F)Nc1ccc(Cl)cc1Cl	101	96	/	-15	40	-11	30	99	98	97	97
CCC(C)(C)n1nnnc1C(c1ccccn1)N1CCOCC1 (stereo not given)	101	101	/	12	8	18	17	102	101	98	100
CC(C)CC(CO)N1CCN(C(=O)c2ccc(C(C)(C)C)cc2)CCC1=O (stereo not given)	104	99	-2	10	6	10	18	102	99	99	102
CCC1=NN2C(=N)/C(=C\c3cccn3-c3ccc(Cl)cc3)C(=O)N=C2S1	97	97	/	-25	9	20	26	93	93	91	94
Brc1csc(/C=N/Nc2nc3ccccc3s2)c1	102	100	-14	-22	13	35	20	100	100	102	100
O=C(OCc1csc(-c2ccccc2)n1)c1ccccc1O	94	106	-10	-9	11	-6	15	94	99	90	99
Fc1ccccc1COc1ccc2ccccc2c1CNc1nn[nH]n1	94	101	-7	-19	24	-41	11	90	94	95	96
COc1ccc2c(c1)nc(SCC(=O)C(C)(C)C)n2C	97	97	/	6	12	17	39	99	97	94	99
Cc1cccc(NC(=O)CSc2nc3nc(C)cc(C)c3c(=O)[nH]2)c1	99	98	/	-10	10	0	26	101	99	99	100
O=C(NC1CCCCC1)C1CCC(CNS(=O)(=O)c2cccc3nsnc23)CC1 (stereo not given)	107	97	/	-9	9	7	21	102	97	99	98
COC(=O)COn1c(SCC(=O)OC)nc2ccccc2c1=O	101	99	13	-11	37	18	26	98	99	98	98
COc1cc(CNCc2ccccn2)ccc1OCc1c(Cl)cccc1Cl	105	101	/	-19	4	18	24	101	104	102	103
O=C(O)/C(=C\c1ccc(Br)cc1)c1ccc(S(=O)(=O)N2CCCCC2)s1	92	94	/	4	5	44	12	90	92	93	91

A draw from above in order of number of heavy atoms, falling:
SMILES	Rac1 wt GTP bind	Rab7 wt modul	Pf gamet viab	Mcl1 Bid PPI	Avidin fluor	Mcl1-Noxa inh	GSH bead fluor	Cdc42 wt GTP	Rab2A wt mod	Rac1 act GTP bind	HRas wt GTP bind
CC(C)CC(CO)N1CCN(C(=O)c2ccc(C(C)(C)C)cc2)CCC1=O (stereo not given)	104	99	-2	10	6	10	18	102	99	99	102
O=C(O)/C(=C\c1ccc(Br)cc1)c1ccc(S(=O)(=O)N2CCCCC2)s1	92	94	/	4	5	44	12	90	92	93	91
O=C(OCc1csc(-c2ccccc2)n1)c1ccccc1O	94	106	-10	-9	11	-6	15	94	99	90	99

Going on with the list:
SMILES	Rac1 wt GTP bind	Rab7 wt modul	Pf gamet viab	Mcl1 Bid PPI	Avidin fluor	Mcl1-Noxa inh	GSH bead fluor	Cdc42 wt GTP	Rab2A wt mod	Rac1 act GTP bind	HRas wt GTP bind
Cc1nn(C)c(C)c1S(=O)(=O)Nc1ccc2c(c1)OCO2	105	102	13	-53	8	14	23	103	101	97	103
COC(=O)Cc1cc(=O)oc2c(C)c(O)ccc12	102	101	/	-16	14	-8	29	102	101	98	101
O=C(CN1CCN(C2CCCCC2)CC1)Nc1cccc2ccccc12	102	107	17	22	10	24	11	103	105	98	104
COc1ccc(-c2cc(C(=O)NC(Cc3c[nH]c4ccccc34)C(=O)O)c(C)o2)cc1OC (stereo not given)	96	98	-17	-82	2	27	13	95	90	92	97
CCn1c(NC(=O)c2cccc(Cn3cc(Cl)cn3)c2)nc2ccccc21	105	98	/	46	23	-34	15	101	99	99	97
Cn1c(C(=O)N2CCCC(C(=O)NCCCSC3CCCCC3)C2)cc2sccc21 (stereo not given)	104	98	/	-13	11	9	24	101	100	100	100
Cc1cc2c(=O)n(CC(=O)N3CCN(c4ccc(F)cc4)CC3)cnc2s1	97	96	-35	-13	21	-1	22	96	96	96	95
COc1ccc(S(=O)(=O)Cc2ccc(C(=O)N3CCN(c4ccccn4)CC3)o2)cc1	108	104	/	-19	7	-2	22	104	101	99	102

Bioassay records: PubChem, several laboratories
